LYPLA2 inh – blocks human lysophospholipase 2, a PME1 counter-screen | 0.38% of 320,000 active | recombinant LYPLA2, FP-Rh probe fluorescence polarization | inhibition, % at 5.9 µM;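 active = inhibition above the screen-wide mean plus 3 SD, limit set per campaign, cut at about 26% in these data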;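 also: 0% = LYPLA2 with DMSO and 100% = wells lacking LYPLA2 enzyme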
LYPLA1 counter – counter-screen for PME1 inhibitors: inhibitors of human LYPLA1; O75608; recombinant LYPLA1, FP-Rh probe fluorescence polarization; inhibition, % at 5.9 µM; 0.16% of 320,000 active; AID 2174;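 active = inhibition above the mean of all tested compounds plus 3 SD, set per campaign, cut at about 14% in these data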;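 also: inhibitors block serine hydrolase probe labeling of LYPLA1 so polarization falls; 0% = enzyme with DMSO and 100% = wells lacking LYPLA1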
PAFAH2 FP inh – inhibitors of human PAFAH2. Q99487. recombinant PAFAH2, FP-rhodamine activity probe, fluorescence polarization. inhibition, % at 3.39 µM. 0.99% of 340,000 active. AID 492956;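 active = inhibition above the mean over all tested compounds plus 3 SD, cut at about 30% in these data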;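 also: inhibitors block probe labeling of enzyme so polarization drops; 0% = enzyme with DMSO and 100% = wells lacking PAFAH2 protein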
PAFAH1B2 inh – inhibitors of human PAFAH1B2. P68402. recombinant PAFAH1B2, FP-rhodamine activity probe, fluorescence polarization. inhibition, % at 3.39 µM. 1.2% of 340,000 active. AID 492953;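 active = inhibition above the mean of all tested compounds plus 3 SD, cut at about 24% in these data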;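 also: 0% = enzyme with DMSO and 100% = wells lacking PAFAH1B2; many of its hits are not listed in these tables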
PAD4 FP inh – inhibitors of human PAD4 | Q9UM07 | 0.41% of 330,000 active | AID 485272 | inhibition, % at 6.36 µM | recombinant PAD4, RCA probe fluorescence polarization;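 active = percent inhibition above a cutoff equal to the mean of all tested compounds plus 3 SD, cut at about 15% in these data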;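 also: 0% = PAD4 with RCA probe and DMSO and 100% = probe without PAD4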
PAFAH1B3 inh – inhibitors of human PAFAH1B3; Q15102; 0.28% of 340,000 active; recombinant PAFAH1B3, FP-rhodamine probe, fluorescence polarization; AID 492972; inhibition, % at 3.39 µM;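 active = inhibition above the screen-wide average of all tested compounds plus 3 SD, cut at about 25% in these data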;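 also: 0% = enzyme with DMSO only and 100% = wells lacking PAFAH1B3 protein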
Target sequence (Q15102 whole entry, looked up): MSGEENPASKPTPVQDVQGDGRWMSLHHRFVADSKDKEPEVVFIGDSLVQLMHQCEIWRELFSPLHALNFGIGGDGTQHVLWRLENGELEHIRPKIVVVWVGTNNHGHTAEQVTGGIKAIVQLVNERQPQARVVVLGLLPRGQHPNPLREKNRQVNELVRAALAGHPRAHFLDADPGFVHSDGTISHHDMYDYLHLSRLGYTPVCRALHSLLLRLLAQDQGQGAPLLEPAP
PREPL inhibitor – human PREPL enzyme inhibition. inhibition, % at 5.96 µM. Q4J6C6. recombinant PREPL, fluorescence polarization activity-based probe. 0.68% of 320,000 active; in the data active = inhibition above about 43%;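 also: 0% = enzyme with DMSO and 100% = wells lacking enzyme; many of its hits are not listed in these tables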
Target sequence (Q4J6C6 whole entry, looked up): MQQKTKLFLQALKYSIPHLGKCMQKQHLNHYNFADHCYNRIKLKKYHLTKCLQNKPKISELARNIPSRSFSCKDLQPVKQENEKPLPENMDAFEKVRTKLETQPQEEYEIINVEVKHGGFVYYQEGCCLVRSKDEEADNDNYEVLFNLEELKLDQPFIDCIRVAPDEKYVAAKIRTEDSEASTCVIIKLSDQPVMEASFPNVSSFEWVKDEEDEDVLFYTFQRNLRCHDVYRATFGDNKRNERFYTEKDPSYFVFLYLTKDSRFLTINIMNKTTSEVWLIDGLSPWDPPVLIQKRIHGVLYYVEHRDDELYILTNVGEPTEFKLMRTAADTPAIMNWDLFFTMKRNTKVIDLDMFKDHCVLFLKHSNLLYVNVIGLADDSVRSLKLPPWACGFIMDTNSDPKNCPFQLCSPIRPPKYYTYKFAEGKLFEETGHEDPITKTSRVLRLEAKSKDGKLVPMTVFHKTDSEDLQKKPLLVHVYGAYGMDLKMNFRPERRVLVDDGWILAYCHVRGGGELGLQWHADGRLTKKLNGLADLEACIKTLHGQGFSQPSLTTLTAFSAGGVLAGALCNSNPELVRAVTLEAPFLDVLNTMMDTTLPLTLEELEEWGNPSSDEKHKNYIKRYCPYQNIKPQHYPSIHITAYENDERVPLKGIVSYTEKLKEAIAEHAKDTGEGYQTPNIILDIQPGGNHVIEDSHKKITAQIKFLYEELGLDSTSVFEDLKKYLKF
GSTO1 counter – GSTO1 inhibition, counter-screen for RBBP9 inhibitors; recombinant GSTO1, activity-based probe fluorescence polarization; 1.1% of 300,000 active; P78417; inhibition, % at 5.96 µM;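 active = inhibition above the campaign mean inhibition plus 3 SD, cut at about 35% in these data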;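 also: 0% = GSTO1-1 with DMSO and 100% = wells lacking GSTO1-1 enzyme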
pPAFAH inh – pPAFAH (human) enzyme inhibition | inhibition, % at 3.39 µM | 1.5% of 330,000 active | recombinant pPAFAH, FP-rhodamine probe fluorescence polarization | AID 463082;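 active = inhibition above the mean inhibition across the screen plus 3 SD, cut at about 25% in these data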;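 also: inhibitors block binding of the rhodamine activity-based probe so polarization drops; 0% = enzyme with DMSO and 100% = wells lacking pPAFAH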
An asterisk follows results filed as active; nt = no result given. These rows are one share of the data, so the mix of outcomes need not match the whole.

SMILES	LYPLA2 inh	LYPLA1 counter	PAFAH2 FP inh	PAFAH1B2 inh	PAD4 FP inh	PAFAH1B3 inh	PREPL inhibitor	GSTO1 counter	pPAFAH inh
Fc1ccccc1-c1cc2ccccc2cn1	1.6	-2.8	5.4	-1.7	15.4*	1.8	0.4	nt	-1.9
Cc1cccc2cc(CN(Cc3ccc(F)cc3)C(=O)N3CCOCC3)c3nnnn3c12	-4.8	-4.9	2.2	-1.2	-4.4	9.5	-5.9	2.6	3.1
CC(=O)Nc1cccc(-c2csc(NCc3ccccc3)n2)c1	-2.3	2.8	-2.7	3.4	3.1	11.5	13.1	-8.0	1.2
CC(C)c1ccc(Nc2nc(Cl)nc(NCc3ccco3)n2)cc1	-2.5	-0.6	-5.2	3.3	-1.5	4.2	-5.9	13.2	-3.8
CSc1ccccc1OCc1cc(C(=O)NC2CCOC(C)(C)C2)no1 (stereo unspecified)	3.0	-4.4	0.8	5.3	2.7	8.4	1.6	0.9	-1.6
COc1ccc2cc(C(C)C(=O)OC(C)C)ccc2c1 (stereo unspecified)	-1.7	-1.1	-1.6	0.8	1.3	14.7	3.3	nt	-0.4
O=C1CN(C(=O)COc2ccc(F)cc2Br)c2ccccc2N1	-1.5	-6.6	1.6	-2.3	2.7	0.4	-78.7	-1.8	5.4
Cc1cccc(N=Cc2cc(Br)cc(Cl)c2O)c1	-5.8	-5.2	11.3	2.2	-4.9	9.2	2.0	7.8	-2.6
Fc1ccc2nc(Nc3nc4cc5c(cc4s3)OCCO5)sc2c1	8.5	-0.9	-14.9	4.4	-4.1	8.0	27.8	8.0	12.5
COc1ccc(S(=O)(=O)N2CCN(c3ccc4nnc(-c5ccc(F)cc5)n4n3)CC2)cc1	-3.4	-9.2	-3.8	-0.8	0.8	0.5	-15.4	-0.8	0.7
Cc1c(Cl)cccc1Nc1nc(N)nc(CN2CCc3ccccc3C2)n1	2.5	2.5	4.4	5.6	-1.5	-1.1	21.9	6.2	3.3
Cn1c2c(c(=O)n(C)c1=O)CN(CCN1CCNCC1)CN2	20.1	-3.4	-5.2	0.4	0.1	-2.6	9.4	6.9	4.6
CCCn1c(N/N=C\C=C\c2ccccc2)nc2c1c(=O)[nH]c(=O)n2C	14.4	2.7	-0.1	1.6	2.6	0.9	41.4	6.6	7.1
COc1ccc(C[C@H]2CN3C(=NC[C@@H]3C)N2CCNC(=O)CCC2CCCCC2)cc1	2.1	1.0	-5.4	4.1	-1.2	14.4	21.9	6.6	0.6
Cc1ccc(C)c(NC(=O)NNC(=O)CCc2ccccc2)c1	8.7	3.6	-2.1	3.8	0.4	3.2	10.1	-0.1	0.2

Given with two lines to a compound: two of the compounds above.
Values in the order – LYPLA2 inh | LYPLA1 counter | PAFAH2 FP inh | PAFAH1B2 inh | PAD4 FP inh | PAFAH1B3 inh | PREPL inhibitor | GSTO1 counter | pPAFAH inh
> CSc1ccccc1OCc1cc(C(=O)NC2CCOC(C)(C)C2)no1 (stereo unspecified)
 : 3.0 | -4.4 | 0.8 | 5.3 | 2.7 | 8.4 | 1.6 | 0.9 | -1.6
> COc1ccc2cc(C(C)C(=O)OC(C)C)ccc2c1 (stereo unspecified)
 : -1.7 | -1.1 | -1.6 | 0.8 | 1.3 | 14.7 | 3.3 | nt | -0.4

Remaining list, next part:
SMILES	LYPLA2 inh	LYPLA1 counter	PAFAH2 FP inh	PAFAH1B2 inh	PAD4 FP inh	PAFAH1B3 inh	PREPL inhibitor	GSTO1 counter	pPAFAH inh
CC(C)(C)C(=O)CN1CCN(C2c3ccccc3-c3ccccc32)CC1	-1.6	-0.7	-1.3	4.4	-3.0	-0.5	-1.1	-1.2	4.4
CCCCN1CC(=O)N2[C@H]3c4cc(Cl)ccc4OC[C@@H]3[C@H](c3ccccc3)[C@]2(C)C1=O	8.8	2.2	6.1	1.0	-2.5	-6.2	16.0	nt	-6.7
COc1ccc(Cl)cc1C(=O)OCC(=O)N(C)CC(=O)Nc1ccc(F)cc1	3.0	-0.3	6.7	7.3	-2.8	6.9	-35.4	-3.5	2.2
COC(=O)c1ccc(CSc2nnc(SCc3ccc(C(=O)OC)o3)s2)o1	2.2	-2.7	3.8	6.2	-6.0	12.7	-0.1	10.0	7.2
COc1cc(Cl)cc(/C=C/c2ccc3cccc(O)c3n2)c1OC	-0.1	-2.8	4.1	0.9	-2.5	10.7	13.8	10.8	3.3
COc1cc(C(=O)Nc2ccc3nc4n(c(=O)c3c2)CCCC4)ccc1Br	0.8	-1.8	3.7	1.5	-3.8	-3.9	-3.3	-3.1	7.9
COc1ccc(S(=O)(=O)N2CCN=C2SCc2cccc(F)c2)cc1	4.8	1.8	5.9	3.3	1.5	15.5	3.1	9.4	4.1
Cn1c(SCC(=O)Nc2cccc(S(=O)(=O)N3CCOCC3)c2)nnc1-c1ccncc1	6.2	-4.2	-4.8	10.3	-5.1	-5.0	3.6	-1.1	6.2
CCOC(=O)CN(C(=O)CSc1nnc(CNc2ccc(C)cc2C)n1CC)c1ccccc1	5.7	3.7	3.9	5.6	-3.5	-7.3	12.9	-1.8	10.0
CCOC(=O)CCN(Cc1cccs1)S(=O)(=O)c1ccc(Cl)cc1	-7.0	-3.1	4.0	3.5	-2.6	0.6	9.6	-5.9	1.8
CCS(=O)(=O)CCSc1nc2ccccc2s1	4.2	3.0	3.6	5.0	3.3	5.6	-1.9	0.6	-2.8
C=CCn1c(CCSCc2ccc(OC)c(C)c2)n[nH]c1=S	-2.6	-0.9	0.7	4.0	3.6	7.5	-5.2	-0.1	2.2
CCCc1ncc(C(O)c2cccc(OC)c2OC)n1C (stereo unspecified)	-3.7	-4.0	-1.4	-1.3	1.3	6.2	0.0	7.4	6.5
COc1cc2cc(CCOC(=O)CCCC(=O)O)oc(=O)c2cc1OC	-3.1	2.0	2.6	1.4	-2.2	4.7	7.8	nt	-1.2
COc1cc2c(cc1OC)CN(C(=O)CC1CC3CCC1C3)CC2 (stereo unspecified)	15.1	2.9	2.0	1.5	-15.1	5.7	18.4	-2.2	2.2
O=C(Cc1ccccc1F)Nc1cccc2cccnc12	1.5	-2.4	8.2	-1.6	-5.5	3.9	-29.8	1.1	0.8
COc1ccc(CNC(=O)CSc2nnc(-c3cccnc3)n2N)cc1	1.9	3.2	8.9	0.9	-0.3	5.0	8.0	3.5	0.3
COc1cc(/C=N/NC(=O)C(=O)NCC2CCCO2)ccc1O (stereo unspecified)	8.3	4.4	-6.0	4.1	-3.0	-0.6	9.7	-4.4	-3.4
COC(=O)Nc1ccc(S(=O)(=O)N2CCCC(C(=O)N3CCN(C)CC3)C2)cc1 (stereo unspecified)	0.8	0.1	-5.4	-0.5	-1.9	0.8	-3.0	15.6	2.4
Cc1ccc(C(=O)OCC(=O)NC(C)C)cc1S(=O)(=O)N1CCOCC1	13.7	1.0	32.4*	0.7	1.8	0.6	10.5	6.4	11.4
Nc1ncn(-c2ncc(C(F)(F)F)cc2Cl)n1	-3.1	4.9	nt	nt	3.2	nt	-0.7	-1.0	2.7
Cc1ccc(C(=O)CNc2ccccc2)cc1	-7.6	2.3	4.7	-3.1	-4.7	2.5	7.0	-1.6	5.8
Cc1ccc(N(CC(=O)NCc2ccncc2)S(C)(=O)=O)cc1Cl	5.8	0.4	4.7	10.1	0.3	4.9	-4.1	6.4	-1.6
CCOC(=O)N1CCN(c2ncnc3scc(-c4ccccc4)c23)CC1	0.2	-0.7	-1.2	5.0	-3.6	7.7	7.0	-4.6	-0.9
CCn1cc(C(=O)NCCCN2CCC(C)CC2)c2cc(OC)c(OC)cc2c1=O	1.3	0.0	-5.5	-4.8	1.1	1.5	-11.5	0.7	1.1
CC(C)(C)C1=Nn2c(nnc2-c2n[nH]c3c2CCC3)SC1	-0.8	-1.9	3.7	3.1	-7.7	2.5	-9.1	-1.6	2.1
CC(NC(=O)OCc1ccccc1)c1ccccc1 (stereo unspecified)	-1.7	-3.2	8.3	14.6	3.3	1.4	-12.6	-7.8	1.2
c1ccc(-c2nnc(-c3ccco3)n2-c2ccccc2)cc1	-1.4	-3.9	0.9	-0.1	0.2	-9.2	-3.2	-3.3	7.5
COc1ccc2c(c1)N(C)/C(=C/c1cccc[n+]1C)S2	-3.4	-1.3	2.2	1.0	-5.6	-1.6	22.6	-2.1	1.6
CC(C)(C)c1cc(C(F)(F)F)nc(SCCCNC(=O)c2ccco2)n1	2.6	-1.1	-1.4	2.3	0.5	1.2	-2.2	-2.1	2.5
O=C(CCN1CCCCCC1)Nc1ccccc1F	1.0	-0.1	-10.7	-3.1	-1.2	-1.0	12.3	5.2	0.6
N#CCCN(C(=S)NC(=O)c1ccco1)c1ccccc1F	8.6	1.2	10.4	-0.3	-1.6	2.7	-0.7	7.2	3.8
C=CCn1c(SCC(=O)N2CCCC2)nc2scc(-c3cccs3)c2c1=O	2.2	-1.9	-0.9	1.1	-7.0	0.7	3.7	-1.4	5.4
CCOC(=O)N1CCC(N2Cc3cccc(C(=O)Nc4ccc(S(=O)(=O)N(CC)CC)cc4)c3C2=O)CC1	-1.3	-2.2	1.4	2.8	-2.0	10.4	9.6	7.8	4.4
COc1cc(NC(=O)COC(=O)C2CC2)c(C)cc1[N+](=O)[O-]	-4.3	-2.0	45.5*	-1.7	-3.5	4.8	-3.2	0.8	-0.8
Oc1cccc2ccc(/C=C/c3ccc(Br)s3)nc12	4.1	-6.6	3.1	6.3	-0.8	4.8	0.7	6.7	-0.4
COc1ccccc1N1CCN(CCCNC(=O)Cn2ncc3c([nH]c4ccccc43)c2=O)CC1	4.4	-3.5	6.2	-3.2	0.5	8.2	-4.1	-0.6	2.1
Cc1cccc(Nc2ccc(C(=O)N3CCOCC3)cn2)c1	-6.1	0.3	2.9	6.5	-3.3	6.2	11.3	0.9	0.8
Cn1nc(C(F)(F)F)c(-c2ccc(Br)cc2)c1NC(=O)c1cccnc1	-2.5	-5.2	nt	nt	-0.8	nt	-1.8	0.5	2.1
COc1cccc(N=C2CC(C)(C)CC(=O)/C2=C(/O)c2ccccc2)c1	2.3	-5.1	6.6	1.0	2.5	-4.6	5.2	1.5	-2.0
Cc1nccn1CCCNC(=O)C1CCC(=O)N(Cc2ccccc2F)C1 (stereo unspecified)	-9.6	-3.8	-1.1	0.7	5.5	5.4	12.0	-4.8	-0.6
O=C(Nc1nc(-c2ccccn2)cs1)c1ccc(F)c(S(=O)(=O)N2CCOCC2)c1	-6.7	-4.8	-1.9	8.3	-1.2	0.3	7.5	nt	4.3
O=C(NCc1ccc(N2CCCC2=O)cc1)C1CCC(=O)N(Cc2ccccc2F)C1 (stereo unspecified)	-3.5	0.0	-1.3	0.9	-4.2	-2.1	1.8	-5.3	2.6
O=C(CC1SC(=Nc2ccccc2)N(CCCCO)C1=O)NCc1ccccc1 (stereo unspecified)	1.3	-0.4	-3.4	0.7	-6.0	3.0	14.4	12.3	4.7
CC1(C)Cc2c(sc3nc(-c4ccccc4Cl)n(N)c(=O)c23)CO1	-3.0	-0.1	-1.1	-0.1	1.5	2.1	-8.8	-1.2	4.5
O=C(N/N=C/c1ccc(OCCCF)cc1)c1cc(OCC(F)(F)F)ccc1OCC(F)(F)F	4.9	-1.8	1.7	-0.3	1.5	9.8	-7.3	-3.9	2.6
COc1ccc(NC(=O)NCCN2CCN(c3cc(OC)ccc3OC)CC2)cc1	-1.7	0.6	6.5	1.8	2.4	2.5	7.1	3.7	2.3
CCO/C=C1/C(=O)N(Cc2ccccc2)C(=O)c2ccccc21	-0.1	-5.0	4.3	5.0	-18.4	13.2	4.8	16.1	2.2
CSc1ccc(Cl)c(C(=O)N2CCN(CC(=O)N3CCCC3)CC2)c1	nt	nt	2.5	3.2	-1.9	8.3	16.6	nt	3.9
CC(C)C(C(=O)O)N1C(=O)/C(=C/C=C/c2ccco2)SC1=S (stereo unspecified)	-1.6	-7.6	60.6*	16.8	-5.2	23.1	34.6	25.3	78.5*

Assay outcomes as filed in PubChem BioAssay.
